# Diaphorase inh = counter-screen for diaphorase-based assays: diaphorase inhibitors and chemical oxidizers | diaphorase resazurin-to-resorufin fluorescence, NADH, 16 min; bacterial (C. kluyveri) enzyme, not human | inhibition, % at 20 µM | 0.69% of 190,000 active;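 active means primary screen inhibition at 20 µM above a set limit, cut at about 50% in these data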;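 further: plate controls were DMSO with full reaction for no effect and wells lacking NADH for full effect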
#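 Benchmarks: positive control wells lacking NADH, neutral wells with DMSO only. System: bacterial diaphorase enzyme (C. kluyveri). Input: 0.14 U/mL diaphorase, enzyme working solution. Detection: resorufin fluorescence, excitation 544 nm, emission 590 nm. Times: 16-min room-temperature incubation before reading.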
# PMI activator = activators of human phosphomannose isomerase. P34949. 0.005% of 190,000 active. AID 1214. purified human PMI, coupled resazurin fluorescence, 20 min; hits give high values; 1 = vehicle control, 0 substrate-free wells. activation factor at 20 µM;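 active means activation factor of 2 or more at 20 µM, relative to plate controls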
# PPARg SRC-1 ag = promotes SRC-1 coactivator recruitment by human PPARgamma; PPARgamma-SRC-1 coactivator recruitment biochemical assay; activation, % at 8 µM; 0.41% of 200,000 active; in the data active means activation above about 19%;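 further: 0% = DMSO and 100% = reference agonist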
# S1P3 antag = antagonists of human S1P3 receptor. Q99500. CHO S1P3 NFAT-BLA reporter, FRET fluorescence, antagonist mode. inhibition, % at 4.98 µM. 0.27% of 170,000 active. AID 485;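 active means inhibition above the plate cutoff, the mean inhibition of test wells on that plate plus 3 SD, cut at about 28% in these data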;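 further: cells challenged with S1P at its EC80 of 0.8 µM; blue over green emission ratio from cleaved BLA substrate after 4 h stimulation; 0% = S1P-stimulated wells and 100% = unstimulated DMSO-only wells; some compounds past the cut are filed as inactive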
# Target sequence (Q99500 whole entry, looked up): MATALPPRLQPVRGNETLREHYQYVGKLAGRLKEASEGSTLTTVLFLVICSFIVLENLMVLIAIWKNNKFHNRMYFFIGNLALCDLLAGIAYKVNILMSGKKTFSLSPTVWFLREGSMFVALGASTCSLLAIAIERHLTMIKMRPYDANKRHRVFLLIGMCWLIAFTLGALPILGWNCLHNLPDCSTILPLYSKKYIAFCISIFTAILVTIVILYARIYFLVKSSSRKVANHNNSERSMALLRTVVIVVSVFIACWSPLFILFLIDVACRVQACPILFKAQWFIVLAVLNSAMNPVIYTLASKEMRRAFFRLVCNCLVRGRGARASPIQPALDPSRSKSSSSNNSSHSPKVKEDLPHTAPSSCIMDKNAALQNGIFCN
# TR-FRET SRC-2 ct = TR-FRET artefact, counter-screen to PPARgamma/SRC-2 agonist assay; hits give high values; TR-FRET ratio at 8 µM; 0.4% of 200,000 active; AID 1049; in the data active means TR-FRET ratio above about 2000; further: inactives centre near 1500
# ROMK mod = modulators of human ROMK potassium channel. P48048. Tet-inducible ROMK, thallium flux fluorescence; actives lie on both sides. B-score at 10 µM. 2% of 130,000 active;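 active means signal ratio slope over the read window, or its plate-corrected B-score, at least 3 SD from the plate mean, either direction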;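 further: B-score of the F/F0 ratio slope over 7 to 12 s after thallium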
# Target sequence (P48048 whole entry, looked up): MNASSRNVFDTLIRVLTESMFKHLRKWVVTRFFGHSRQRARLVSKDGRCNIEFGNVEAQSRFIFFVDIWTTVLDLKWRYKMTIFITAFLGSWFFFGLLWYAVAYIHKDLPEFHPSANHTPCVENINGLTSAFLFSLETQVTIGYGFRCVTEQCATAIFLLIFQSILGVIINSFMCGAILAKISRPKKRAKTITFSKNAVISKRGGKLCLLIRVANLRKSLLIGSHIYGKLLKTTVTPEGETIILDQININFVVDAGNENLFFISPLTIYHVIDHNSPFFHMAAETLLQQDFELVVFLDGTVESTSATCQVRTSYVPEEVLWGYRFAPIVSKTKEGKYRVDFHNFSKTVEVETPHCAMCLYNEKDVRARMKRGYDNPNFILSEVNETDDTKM
# Diaph act CS = counter-screen for diaphorase-based assays: diaphorase activators and chemical reducers. Diaphorase/resazurin coupled assay, resorufin fluorescence, 16 min; hits give high values; 1 = vehicle wells, 0 = NADH-free wells. activation factor at 20 µM. 0.005% of 190,000 active. AID 1229;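 active means diaphorase activity raised at least twofold by the compound at 20 µM; inactive means activation factor below 2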
#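 test system = bacterial diaphorase enzyme (C. kluyveri) | quantity = enzyme 0.07 U/mL final | reagent = NADH substrate 0.114 mM plus resazurin dye 0.1 mM, final | incubation = 16 min enzyme reaction, ambient temperature | buffer or medium = HEPES pH 7.4 buffer with MgCl2 and Tween 20 | signal = fluorescence of resorufin, 544 nm excitation, 590 nm emission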
# PMI act hi M6P = activators of human phosphomannose isomerase at near-saturating mannose 6-phosphate; coupled PMI enzyme assay, resazurin fluorescence, 20 min; hits give high values; 1 = untreated enzyme, 0 = substrate-free blank; P34949; 0.34% of 190,000 active; activation factor at 20 µM; AID 1216;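 active means activation factor of 2 or more at 20 µM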
#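 Test system – human PMI in coupled enzyme assay · Timing – 20 min incubation at room temperature · Detection – Diaphorase-driven resazurin-to-resorufin fluorescence, excitation 544, emission 590 nm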
# G6PDH CS = inhibits Leuconostoc G6PDH, flagging false hits in G6PDH-based assays; Purified L. mesenteroides G6PDH, diaphorase/resazurin coupled fluorescence, 45 min; inhibition, % at 5 µM; 0.12% of 200,000 active; in the data active means inhibition above about 50%
# PPARg SRC2 recr = PPARgamma-driven SRC-2 recruitment agonism; activation, % at 8 µM; 0.34% of 200,000 active; PPARgamma LBD-SRC-2 recruitment, biochemical; P37231; in the data active means activation above about 22%;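 further: 0% = vehicle and 100% = reference agonist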
# PPARg SRC3 recr = PPARgamma-driven SRC-3 recruitment agonism | P37231 | biochemical PPARgamma/SRC-3 coactivator recruitment assay | activation, % at 8 µM | 0.26% of 200,000 active | AID 731; in the data active means activation above about 23%;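 further: 0% = DMSO and 100% = reference agonist; some compounds past the cut are filed as inactive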
# Starred values were filed as active, the others as inactive; / = not tested or not shown.
SMILES,Diaphorase inh,PMI activator,PPARg SRC-1 ag,S1P3 antag,TR-FRET SRC-2 ct,ROMK mod,Diaph act CS,PMI act hi M6P,G6PDH CS,PPARg SRC2 recr,PPARg SRC3 recr
N#Cc1cc2cc3c(cc2nc1N1CCOCC1)OCO3,22,1.7,3,-45,1419,/,0.8,2.1*,15,3,-5
O=C(COC(=O)CNC(=O)c1ccccc1)NCCc1ccccc1,0,1.1,4,-4,1578,0.46,1,1,1,-1,-2
N#C/C(=C\c1cccs1)C(=O)NCC1CCCO1 (centres undefined),10,0.9,-6,/,1537,/,0.9,1,6,6,1
O=C(CCc1ccccc1)N1CCN(c2ccccn2)CC1,2,1,12,1,1554,-0.44,1,0.9,-4,5,0
COC(=O)c1sccc1NC(=O)Nc1ccccc1F,24,0.9,7,-6,1619,-0.21,0.8,1,13,-1,3
CCOCCCNc1nc(C)nc2c1nnn2Cc1c(F)cccc1Cl,9,1,-1,2,1475,0.44,0.9,1,11,0,2
CC(=O)N1CCC(C(=O)Nc2ccccc2)(N(Cc2ccccc2)C(=O)c2cccnc2)CC1,-2,1,3,/,1733,/,1,1,9,1,-6
Cc1ncoc1C(=O)Nc1ccccc1-c1ccccc1,5,1.1,15,-30,1499,-0.11,0.9,1,4,2,-4
O=C(NCC1CCCO1)c1onc(CSc2cccc3ccccc23)c1C(=O)O (centres undefined),13,1,-2,/,1450,/,0.9,0.9,4,5,6
O=C(C[n+]1ccc(C(=O)c2ccccc2)cc1)Nc1ccc(C(F)(F)F)cc1,8,1,4,-2,1542,-1.2,0.9,0.8,4,5,2
CC(=O)c1sc(NC(=O)c2ccc(F)c(F)c2)nc1C,4,1,-8,/,1730,0.43,1,1,4,2,-5
O=C(C[N+]1(CC#Cc2ccccc2)CCOCC1)c1ccccc1,3,1.2,9,-16,1692,-0.37,1,1.1,0,4,-1
CN(C)c1ccc(N/C(=N\S(=O)(=O)c2cccs2)c2ccccc2)cc1,12,0.9,4,-8,1578,/,0.9,0.9,6,5,9
Cc1ccc(S(=O)(=O)c2ccc(Cl)cc2)cc1S(=O)(=O)N1CCOCC1,12,1.1,2,8,1464,/,0.9,0.9,9,5,0
CCOc1cc(/C=N/Nc2ncnc(Cl)c2N)ccc1O,10,1.4,11,2,1582,-0.66,0.9,1.3,9,-1,6
COc1ccc(CN2CCC(CNC(=O)NC3CCCCC3)CC2)cc1,14,1,7,-17,1652,0.64,0.9,0.9,5,2,5
Cc1cccc(N(CC(=O)NCCSCc2ccccc2)S(C)(=O)=O)c1,7,1,2,8,1643,-0.11,0.9,1,5,-1,4
O=C(C1=C[C@@H](c2csc3ccccc23)C[C@@H](OCc2ccc(CO)cc2)O1)N1CCN(Cc2ccc3c(c2)OCO3)CC1,25,0.8,5,-9,1511,/,0.8,0.8,10,5,3
CC1(C)CC(=O)C=C(N2CCOCC2)C1,1,1.1,-4,-6,1454,0.39,1,1.1,12,-3,-2
Cc1cc2cc3c(cc2nc1SCC(=O)O)CCC3,9,0.9,3,4,1748,-1.1,0.9,0.9,16,2,2
O=C(Nc1ccccc1)c1ccncc1,11,0.9,3,/,1685,1.2,0.9,0.9,5,4,6
O=C(Nc1ccc2c(c1)OCO2)c1cccc2c1C(=O)N(Cc1cccnc1)C2,13,0.9,-3,-3,1563,/,0.9,0.9,-2,-3,-6
CC1CCCC(C)N1S(=O)(=O)c1ccc(NC(=O)CNCC2CCCO2)cc1 (centres undefined),16,1.1,10,/,1556,/,0.8,1.1,10,5,2
CC(=O)SCCC(=O)N1C(C)CCCC1C(=O)O (centres undefined),6,1,-3,-35,1390,/,0.9,1,4,-6,5
CCCNC(=O)Cn1nc(C(F)(F)F)c2c1CCCC2,12,1,0,/,1364,/,0.9,1,9,1,3
Cc1ccc(Cl)cc1N1CCN(CC(=O)NC2CCCc3ccccc32)CC1 (centres undefined),8,0.9,0,-9,1337,-0.25,0.9,1,14,3,-3
O=C(NCc1ccccc1)c1cc(S(=O)(=O)N2CCOCC2)ccc1F,10,0.9,-7,/,1509,0.43,0.9,1,-3,-5,-2
COCCSc1nnc(NC(=O)c2ccc(NC(C)=O)cc2)s1,9,0.9,2,-19,1293,0.17,0.9,0.9,12,5,1
O=C(NCc1cccnc1)Nc1ccccc1,8,1,-3,-1,1453,0.061,0.9,1,17,-4,2
O=C1c2cccc3cccc(c23)C(=O)N1c1ccncc1,12,1,0,/,1323,/,0.9,1,3,4,0
NC(=O)c1c(N)sc(=S)n1-c1ccccc1,6,1,5,-25,1597,-0.37,0.9,1,-2,-2,-1
C=CC(C)n1c(Br)nc2c1c(=O)[nH]c(=O)n2C (centres undefined),14,1,3,-19,1603,/,0.9,1,9,-2,3
CCN1C(=O)/C(=C\N2CCCc3ccccc32)SC1=S,13,0.9,6,-13,1386,1.1,0.9,1,-5,-4,9
O=C(Nc1ccc2c(c1)OCO2)C1CCCN(S(=O)(=O)Cc2ccccc2)C1 (centres undefined),14,1,2,/,1577,0.4,0.9,1.1,6,-2,6
NS(=O)(=O)c1cccc(NC(=O)Cc2ccc(Cl)c(Cl)c2)c1,18,1,9,1,1697,0.48,0.8,0.9,4,3,-1
COc1ccc(CCN(CC(=O)NC2CCCC2)C(=O)CCC(=O)Nc2cc(C)on2)cc1OC,-4,1.1,5,-26,1565,/,1,1,-1,10,-3
O=C(COc1ccc2ccccc2c1)N1CCCC1,8,0.9,3,-16,1507,/,0.9,0.9,-18,3,2
CCOC(=O)/C(=C/c1c(C)n(C)c2ccc([N+](=O)[O-])cc12)C(C)=O,4,1,-4,-30,1563,-4.2*,1,1,12,10,4
Cc1ccc(CCNC(=O)C2CCCN(c3nc4ccccc4o3)C2)cc1 (centres undefined),18,0.9,2,-21,1759,-1.5,0.8,0.9,0,3,10
COc1ccc(-c2nnc3sc(CN4C(=O)c5ccccc5C4=O)nn23)cc1,37,0.9,/,17,/,/,0.6,1,1,/,/

# Compound profiles, as listed above. Screens in order: Diaphorase inh | PMI activator | PPARg SRC-1 ag | S1P3 antag | TR-FRET SRC-2 ct | ROMK mod | Diaph act CS | PMI act hi M6P | G6PDH CS | PPARg SRC2 recr | PPARg SRC3 recr
# Listed for C=CC(C)n1c(Br)nc2c1c(=O)[nH]c(=O)n2C (centres undefined) : 14 | 1 | 3 | -19 | 1603 | / | 0.9 | 1 | 9 | -2 | 3
# Listed for COc1ccc(-c2nnc3sc(CN4C(=O)c5ccccc5C4=O)nn23)cc1 : 37 | 0.9 | / | 17 | / | / | 0.6 | 1 | 1 | / | /
# Listed for NS(=O)(=O)c1cccc(NC(=O)Cc2ccc(Cl)c(Cl)c2)c1 : 18 | 1 | 9 | 1 | 1697 | 0.48 | 0.8 | 0.9 | 4 | 3 | -1
# Listed for NC(=O)c1c(N)sc(=S)n1-c1ccccc1 : 6 | 1 | 5 | -25 | 1597 | -0.37 | 0.9 | 1 | -2 | -2 | -1
# Listed for CCN1C(=O)/C(=C\N2CCCc3ccccc32)SC1=S : 13 | 0.9 | 6 | -13 | 1386 | 1.1 | 0.9 | 1 | -5 | -4 | 9

# (list continues)
SMILES,Diaphorase inh,PMI activator,PPARg SRC-1 ag,S1P3 antag,TR-FRET SRC-2 ct,ROMK mod,Diaph act CS,PMI act hi M6P,G6PDH CS,PPARg SRC2 recr,PPARg SRC3 recr
Cc1ccc(C(=O)Oc2cc(-c3ccccc3)no2)cc1,11,0.9,-1,/,1440,0.15,0.9,1,7,-1,-5
Cc1ccc(/C=N\NC(=O)COc2ccc(C)cc2[N+](=O)[O-])cc1,12,0.9,2,-11,1469,/,0.9,0.9,4,0,2
Cc1cc2ccccc2n1CCNC(=O)C1CCCC1,8,1.1,-1,-8,1527,/,0.9,1.1,2,5,6
CCOC(=O)C1=C(C)OC(N)=C(C#N)C1c1ccc(C)o1 (centres undefined),-2,1,3,/,1333,0.011,1,1,2,-6,-6
O=C(c1cccc(F)c1)N1CCC(N2CCCCCC2)CC1,5,1.1,-2,/,1581,2,1,1,2,9,1
COc1ccc(OCC(=O)Nc2ccc(NC(=O)c3ccco3)cc2)cc1,-2,0.9,12,8,1663,-0.066,1,1,6,5,3
COc1ccc(CN(C(=O)Cc2c[nH]c3ccccc23)C(C(=O)NC2CCCCC2)c2ccc(C)o2)cc1 (centres undefined),30,0.7,7,/,1669,/,0.7,0.8,-22,5,11
CCCC/C(O)=C1\C(=O)CC(C)(C)CC1=NCCCCCC(=O)O,2,1,-6,-18,1290,-0.07,1,1,12,-6,-1
Cc1ccc(/C=N/NC(=O)CSc2nc3ccccc3n2Cc2ccc(Cl)cc2)o1,24,0.9,-2,1,1746,-0.098,0.8,0.8,-12,9,3
CSc1ccccc1NC(=O)c1cc(-c2cccnc2)nc2ccc(Br)cc12,18,1,8,-11,1531,0.048,0.8,1,8,3,9
Cc1cc2cc(CNC(=O)Nc3ccccc3)ccc2[nH]1,4,1,4,-3,1521,-0.0022,1,1,-6,2,4
